# Screening results as filed in PubChem BioAssay.
# D2 antag = D2 dopamine receptor (human) antagonism | 2% of 340,000 active | AID 485344 | P14416 | HEK293 TREx D2 cells, calcium flux, dopamine EC80 | inhibition, % at 10 µM; in the data active means inhibition above about 30%; further: 0% is about no effect
#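 HEK293 T-REx D2 cells, tet-induced, calcium dye no-wash. Cpd pintool add, 180 s kinetic, then EC80 DA, 180 s kinetic. Ca flux read.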
# RGS4 inhibitor = human RGS4 inhibition; P49798; Transcreener GDP fluorescence polarization, RGS4-accelerated GTP hydrolysis; Potency, µM (top dose mostly 114 µM), for the others: top-dose activity change, negative = inhibition, usual class: inhibitors; 0.039% of 390,000 active; AID 504845; further: potency means the concentration at half of the fitted maximal effect; on the % scale 0 is the no-effect control and ±100 the full control effect; nearly all actives have a fitted effect of over 75% in size; some results filed as inactive show a strong effect at the top dose
# Target sequence (P49798 whole entry, looked up): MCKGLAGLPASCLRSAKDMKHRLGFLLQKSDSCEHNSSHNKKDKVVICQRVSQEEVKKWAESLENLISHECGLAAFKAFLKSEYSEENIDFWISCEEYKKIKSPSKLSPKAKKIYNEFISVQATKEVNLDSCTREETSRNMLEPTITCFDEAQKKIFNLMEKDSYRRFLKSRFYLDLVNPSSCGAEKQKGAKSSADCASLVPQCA
#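 MLSMR compounds (23 nl, pin-transferred) preincubated 10 min at room temperature with a 500nM (2x) first reagent, then RGS4 at 900nM (2x) plus Transcreener GDP mix added; fluorescence polarization (620/688 nm) read before and after 90 min at 30 °C.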
# Vif-APOBEC3G blk = blocks the Vif interaction with human APOBEC3G; HeLa A3G-eYFP + Vif (tagged APOBEC3G with the HIV-1 protein that degrades it), YFP fluorescence, overnight; AID 602310; Q9HC16; Potency, µM (top dose mostly 46.1 µM), for the others: top-dose activity, negative = active, usual class: inhibitors; 0.076% of 410,000 active;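 further: potency means the concentration at half of the fitted maximal effect; on the % scale 0 is the no-effect control and ±100 the full control effect; nearly all actives have a fitted effect of over 60% in size; hits raise eYFP signal because A3G escapes Vif-driven loss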
# Target sequence (Q9HC16 whole entry, looked up): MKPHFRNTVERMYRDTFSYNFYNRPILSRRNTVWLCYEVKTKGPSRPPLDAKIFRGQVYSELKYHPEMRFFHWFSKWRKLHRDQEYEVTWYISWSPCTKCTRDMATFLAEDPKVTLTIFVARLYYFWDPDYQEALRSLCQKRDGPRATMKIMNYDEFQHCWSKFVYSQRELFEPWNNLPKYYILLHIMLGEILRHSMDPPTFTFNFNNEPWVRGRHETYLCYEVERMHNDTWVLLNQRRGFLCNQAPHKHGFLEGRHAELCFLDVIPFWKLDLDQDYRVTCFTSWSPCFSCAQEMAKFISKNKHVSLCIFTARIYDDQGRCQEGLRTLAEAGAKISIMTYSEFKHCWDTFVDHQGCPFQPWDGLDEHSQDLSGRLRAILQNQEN
#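 Read-out is eYFP fluorescence (Ex 488/Em 500-530) from Vif-expressing HeLa A3G-eYFP cells; more signal means A3G escaped Vif-mediated degradation. Cells plated overnight, compound pinned in, incubated overnight at 37 deg C.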
# D2 ag = activates the human D2 dopamine receptor; P14416; HEK293 T-REx D2 cells, calcium flux agonist mode; activation, % at 2 µM; 0.53% of 340,000 active; AID 485358;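 active means activation over 3 SD above normal in the single-dose calcium agonist read, cut at about 30% in these data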; further: 0% is about no effect
#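 HEK293 Trex D2 cells, tetracycline-induced, o/n 30 C 5% CO2; no-wash Ca dye, RT 30–90 min; 10-cycle baseline, 23 nl cpd added, kinetic Ca read 180 s; agonist hits = positive Ca response.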
# ERG Ets-DNA blk = ERG Ets/DNA interaction inhibition; P11308; fluorescence polarization, His-ERG Ets domain / labelled DNA; Potency, µM (doses to about 76.9 µM), for inactives: at the top dose FP activity, negative = inhibition, usual class: inhibitors; 0.028% of 370,000 active; AID 624246; active means well fitted inhibition curve with a large enough effect in the polarisation, with a control signal flat; inconclusive means small, poorly fitted or top-dose-only effect, or effect the other way, or a change in a side signal; inactive means no such curve, though single readings can be large or run the other way; the % refers to the polarisation;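 further: polarization taken with two DNA probes labelled with fluorescein and Texas red; potency means the concentration at half of the fitted maximal effect; % of control where 0% means no effect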
# Target sequence (P11308 whole entry, looked up, the tested form may be a part): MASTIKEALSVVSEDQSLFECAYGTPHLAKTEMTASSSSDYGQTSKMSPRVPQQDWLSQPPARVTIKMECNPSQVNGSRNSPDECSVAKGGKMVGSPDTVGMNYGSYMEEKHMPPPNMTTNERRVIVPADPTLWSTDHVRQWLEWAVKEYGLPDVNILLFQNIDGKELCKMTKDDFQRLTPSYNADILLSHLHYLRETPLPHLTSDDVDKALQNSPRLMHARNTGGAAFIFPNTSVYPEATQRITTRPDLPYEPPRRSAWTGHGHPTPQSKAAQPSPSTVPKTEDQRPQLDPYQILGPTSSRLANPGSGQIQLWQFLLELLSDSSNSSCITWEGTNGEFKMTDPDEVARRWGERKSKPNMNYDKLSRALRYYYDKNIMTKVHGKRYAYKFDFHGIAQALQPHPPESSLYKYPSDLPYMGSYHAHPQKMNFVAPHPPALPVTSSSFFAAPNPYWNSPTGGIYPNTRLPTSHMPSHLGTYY
#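 His-tagged ERG Ets domain (1 uM in the protein solution; 300mM KCl, 50mM Tris-HCl, 1mM EDTA, 1mM DTT, pH 7.5) received compound, then a probe mix of 5 nM fluorescein-DNA and 100nM Texas-615-DNA. Fluorescence polarization was read for both dyes.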
# Vif-APOBEC3F blk = inhibitors of Vif-A3F interaction; HeLa A3F-eYFP + Vif (tagged APOBEC3F with the HIV-1 protein that degrades it), YFP fluorescence increase; 0.2% of 390,000 active; Potency, µM (series often up to 46.1 µM), for inactives: at the highest dose activity, negative = active; AID 602313; further: potency means the concentration at half of the fitted maximal effect; % of control where 0% means no effect; nearly all actives have a fitted effect of over 65% in size
#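 HeLa cells stably expressing Vif plus C-terminally eYFP-tagged A3F were seeded, incubated overnight at 37 deg C, dosed with compound, incubated overnight again at 37 deg C. Yellow fluorescence (Ex 488/Em 500-530) reported blocked Vif-mediated A3F-eYFP degradation.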
# ALOX12 inh = inhibitors of human 12S-lipoxygenase ALOX12; purified 12hLO, xylenol orange hydroperoxide absorbance; Potency, µM (highest dose often 108 µM), inactives show at the highest dose activity change, negative = inhibition, usual class: inhibitors; 1.1% of 580,000 active; AID 1671190; further: potency means the concentration at half of the fitted maximal effect; on the % scale 0 is the no-effect control and ±100 the full control effect
#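 Purified human 12hLO at 150 nM in 25 mM Hepes, 0.01% Triton X-100, pH 7.0, preincubated 15 min at room temperature with compound. Reaction started with 40 uM arachidonic acid, 30 min at room temperature. Hydroperoxide measured by Fe-xylenol orange, 573/405 nm absorbance ratio.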
# LDHA inh = inhibitors of human lactate dehydrogenase A | P00338 | purified LDHA, NADH/diaphorase-resazurin fluorescence; active compounds read low | activity change, % (values are at about 110 or 230 µM) | 0.15% of 480,000 active; in the data active means activity change below about -30%; inconclusive means mostly about -25% to -30%;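 further: plate controls were DMSO wells for no effect and wells without enzyme for full effect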
#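 Remaining NADH was detected by diaphorase (0.133 mg/mL) converting 37 µM resazurin to fluorescent resorufin, read at 0 and 20 minutes. The preceding 5-minute room-temperature reaction used 2 nM LDHA, 0.2 mM sodium pyruvate and 0.06 mM NADH at pH 7.4.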
# Glioma ERSR ind = induces the endoplasmic reticulum stress response in human glioma cells. U87-MG GRP78 promoter luciferase reporter, 16 h. Potency, µM, without a hit: top-dose activation, hits mostly activators. 0.02% of 420,000 active; further: potency means the concentration at half of the fitted maximal effect; series mostly up to about 76 µM; % of control where 0% means no effect; nearly all actives have a fitted effect of over 35% in size
#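 ERSR induction read as luciferase luminescence (Bright-Glo, 10 min at room temperature) in stably transfected human U87-MG glioma cells exposed to compounds for 16 h, using GRP78 as sensor.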
# An asterisk follows results filed as active; ? = inconclusive; . = not tested or not shown; & = joins results of further samples; [ ] = remark or other dose. Unless noted, the call rests on the fitted dose curve; in most records, active means well fitted curve in the direction sought with a large enough effect; inconclusive means small, poorly fitted or top-dose-only effect, or another doubt; inactive means no such curve, though single readings can be large; an effect the other way counts as inactive or inconclusive.
SMILES,D2 antag,RGS4 inhibitor,Vif-APOBEC3G blk,D2 ag,ERG Ets-DNA blk,Vif-APOBEC3F blk,ALOX12 inh,LDHA inh,Glioma ERSR ind
O=C(Nc1cccc(S(=O)(=O)NC2=NCCC2)c1)c1ccc(F)cc1,.,-2%,2%,.,14%,10%,4%,-2,-3%
CC(C)c1ccc(CCNC(=O)CSC(=S)N2CCCC2)cc1,-27,-27%,2%,-1.5,-8%,6%,-7%,-5,-2%
CN(Cc1ccccn1)Cc1cn(Cc2ccccc2)nc1-c1ccc2c(c1)OCO2,-30,14%,-8%,-0.9,-6%,10%,3%,4,-2%
Cc1cc(C)n2nc(SCC(=O)NC(=O)c3ccc(OC(F)F)cc3)nc2n1,.,-32%,3%,.,1%,6%,14%,0,-3%
CC(=O)c1c(N2CCN(c3ccc(F)cc3)CC2)nc(=S)n(-c2ccccc2)c1C,-5,-47%,2%,0.2,-8%,-8%,45µM*,0,-3%
CCCCNC(=O)C1(C)CCC(=O)N1CCc1c[nH]c2ccccc12 (configuration not stated),.,.,-1%,.,.,.,-7%,-7,-4%
CC1CCc2c(sc3nnn(CC(=O)Nc4ccc(Cl)cc4)c(=O)c23)C1 (configuration not stated),.,10%,-2%,0.0,6%,4%,-17%,-5,-2%
O=C(CN1C(=O)NC2(CCCCCC2)C1=O)c1cccs1,1,-16%,1%,-0.7,8%,1%,426%[activator],-3,0%
CC(=O)OCn1nnc2ccccc2c1=O,-7,2%,-1%,-0.4,-3%,0%,48%[activator],-3,0%
O=C(Nc1cccc(C(F)(F)F)c1)Nc1ccc(N2CCCC2)c(S(=O)(=O)Nc2ccccc2Cl)c1,10,-20%,-5%,0.1,22%,-26%,-25%,-5,-4%
COc1ccccc1Nc1c2c(nc3ccc(NC(=O)c4cccc(F)c4)cc13)CCCC2,.,2%,-18%,-1.0,0%,0%,?,-2,-11%
O=c1cc(Cl)c(-c2ccccc2)n[nH]1,17,-11%,3%,-0.5,-3%,3%,2%,-2,-6%
Cc1c(-c2nc(N)nc(Nc3ccccc3)n2)oc2ccccc12,9,-12%,-15%,0.3,4%,6%,340%[activator],-5,-1%
O=C1CCCN1CCCNC(=S)Nc1ccccc1Cl,22,-6%,2%,1.0,19%,3%,-4%,-2,-2%
O=S(=O)(c1ccc(Br)cc1)c1nnn2c1nc(N1CCOCC1)c1sccc12,.,0%,4%,0.3,5%,1%,-23%,0,-2%
Cc1cc(C)c(NC(=O)C2CCCN2C(=O)NC2CCCCC2)c(C)c1 (configuration not stated),-11,-16%,-1%,-1.1,-1%,8%,-31%,-5,-3%
O=C(N/N=C/C(Cl)=C/c1ccccc1)c1cnccn1,27,-9%[11.4 µM],-26%,-0.4,2%,-1%,-3%,-13,0%
CC(C)(C)C(=O)Cn1c(=N)n(Cc2ccccc2)c2ccccc21,-14,18%,1%,-0.1,5%,0%,?,0,-5%
O=c1cc(CN2CCN(c3ccc(F)cc3)CC2)nc2sccn12,.,12%,-2%,.,0%,.,-12%,-1,-2%
O=C(Nc1ccccc1)Nc1ncc(C(F)(F)F)cc1Cl,.,.,1%,.,.,-7%,-2%,2,-1%
Cc1nc2ccccc2n1C1CCN(C(=O)Nc2ccccc2)CC1,18,8%,1%,-0.5,-6%,12%,12%,0,-5%
O=C(COC(=O)c1ccc(S(=O)(=O)Nc2ccccc2)cc1)NCCN1C(=O)CSC1=O,-10,-23%,-4%,0.7,-1%,-1%,-6%,-4,-2%
O=C(CN1CCN(c2ccc(F)cc2)CC1)c1ccc(O)cc1O,2,16%,-1%,-0.1,0%,2%,-10%,-4,0%
CC1(C)Cc2cccc(C(=O)Nc3ccc(F)cc3F)c2O1,6,-14%,-7%,-0.2,-5%,-6%,0%,2,-5%
N#Cc1ccc(Cn2c(=O)oc3ccccc32)cc1,15,3%,4%,-0.1,1%,-3%,77%[activator],-2,-7%

# Additional compounds follow:
SMILES,D2 antag,RGS4 inhibitor,Vif-APOBEC3G blk,D2 ag,ERG Ets-DNA blk,Vif-APOBEC3F blk,ALOX12 inh,LDHA inh,Glioma ERSR ind
Cc1ccccc1S(=O)(=O)Cc1ccc(C(=O)NCc2ccccc2Cl)o1,.,-5%,4%,0.5,3%,-8%,-15%,-8,1%
CCOP(=O)(OCC)c1nc(-c2ccc(Cl)cc2Cl)oc1N1CCOCC1,-4,-19%,0%,0.1,-3%,2%,-6%,4,-1%
CCOC(=O)c1c(C)nc2c(c1-c1ccccc1)C(=O)c1ccccc1-2,10,-2%,1%,-0.3,-3%,-6%,1%,7,3%
Cc1ccc(CNC(=O)C(C)OC(=O)c2cccs2)cc1 (configuration not stated),19,9%,-1%,-0.1,-6%,.,0%,-4,-1%
O=c1c2c(-c3ccccc3)csc2ncn1/N=C/c1cn(-c2ccccc2)nc1-c1cccs1,.,27%,1%,.,.,.,.,-3,-2%
CCCc1nnc(SCC(=O)N2CCCC(C)C2)n1CCOC (configuration not stated),11,25%,7%,0.1,-6%,10%,-4%,-10,1%
COc1ccc(-c2cc(C(=O)N3CCN(c4ncccn4)CC3)c3ccccc3n2)c(OC)c1,4,-24%,-10%,0.2,-8%,-5%,-20%,-6,0%
N#CCC1c2ccccc2CCN1C(=O)Nc1cccc(C(F)(F)F)c1 (configuration not stated),11,-36%,1%,-0.6,1%,-14%,-20%,5,-4%
O=C(COC(=O)c1c(Cl)ccc(Cl)c1Cl)NC1CCS(=O)(=O)C1 (configuration not stated),24,-28%,4%,0.3,-4%,-7%,0%,-6,-4%
CN(C)c1ccc(C(=O)OCC(=O)NCC2CCCO2)cc1 (configuration not stated),0,14%,0%,0.7,-1%,-6%,-23%,0,-2%
COc1ccc(C2C(C(=O)OC(C)C)=C(C)N=c3s/c(=C\c4cccs4)c(=O)n32)cc1 (configuration not stated),9,-27%,-6%,1.6,-9%,-15%,-4%,-5,-5%
CCOC(=O)C1=C(CN2CCN(c3ccccc3F)CC2)NC(=O)NC1c1ccc(Cl)cc1 (configuration not stated),.,4%,-1%,-0.4,14%,3%,-18%,-4,0%
COc1ccc(-n2c(Cc3cccn3C)nnc2SCC(=O)NCC2CCCO2)cc1 (configuration not stated),2,-18%,4%,-0.5,-13%,3%,?,2,-5%
CN(C)c1ccc(-c2nn3c(C4CCCCC4)nnc3s2)cc1,-7,-19%,2%,1.2,2%,0%,-16%,2,3%
CC(=O)N1c2ccccc2N2C(c3c(C)c(C)cc(C)c3C)=NON12,-5,-28%,6%,-1.1,7%,-17%,-21%,2,-5%
CCCc1cc(=O)oc2cc(OCC(=O)NCc3cccs3)ccc12,-2,-6%[11.4 µM],4%,-0.7,-1%,1%,-7%,0,-2%
C=CCC[C@@H](Cc1ccc(F)cc1)C(=O)O[C@H](CNC(=O)[C@@H](CC=C)CC(=O)N[C@H](CO)Cc1ccccc1)c1ccccc1,.,1%,0%,.,-5%,-13%,-5%,0,-2%
CCOC(=O)c1ccccc1NC(=O)COC(=O)CCC(=O)c1ccc(C)cc1,-8,-40%,-2%,0.4,-1%,3%,-7%,1,0%
CCOc1ccc(CC(=O)Nc2c(C(=O)c3ccccc3)oc3ccc(Cl)cc23)cc1OCC,.,8%,-1%,-0.1,-6%,1%,-17%,-4,-4%
C#CCNC(=O)C1=C[C@H](c2ccc(Br)cc2)[C@@H](CCCO)[C@H](OCC)O1,9,8%,-1%,0.5,-9%,2%,?,-1,0%
COC(=O)CCCC(=O)Nc1ccc(Cl)c(Cl)c1,-23,0%,0%,-0.2,-4%,0%,?,-1,-3%
COc1cccc(-n2cnnn2)c1,38*,35%,1%,-0.4,0%,-8%,0%,-7,-5%
N#CCCOC1(C#CCN2CCCC2)CCCCC1,-12,41%,2%,-1.3,10%,1%,1%,-16,-1%
Cc1cc(C)c2[nH]c(=O)c(C(c3nnnn3Cc3ccc4c(c3)OCO4)N3CCC(C)CC3)cc2c1 (configuration not stated),-10,30%,1%,0.7,5%,-7%,0%,1,-5%
COc1ccc(-c2noc(C3CCCN(C(=O)c4ccc(F)cc4)C3)n2)cc1 (configuration not stated),2,-25%,-2%,0.9,14%,-4%,3%,-2,3%
COc1ccc(S(=O)(=O)c2cnc3ccccc3n2)cc1,.,-6%,-13%,.,-7%,-14%,0%,-2,-8%
O=C(O)[C@H]1CC=C[C@H]2CCN(Cc3ccc(Cl)c(Cl)c3)C(=O)[C@@H]12,.,5%,-5%,.,-3%,7%,?,5,-1%&-4%
CSc1ncnc2c1ncn2CCCNCc1ccccn1,.,.,-5%,.,.,-10%,9%,-6,-3%
CC(C)Cn1c(CCNC(=O)c2ccco2)nc2ccccc21,-1,-11%,-14%,-0.8,8%,6%,8%&-5%,-1&2,2%

# Grouped by structure: the compounds so far containing an NH in an aromatic ring
SMILES,D2 antag,RGS4 inhibitor,Vif-APOBEC3G blk,D2 ag,ERG Ets-DNA blk,Vif-APOBEC3F blk,ALOX12 inh,LDHA inh,Glioma ERSR ind
CCCCNC(=O)C1(C)CCC(=O)N1CCc1c[nH]c2ccccc12 (configuration not stated),.,.,-1%,.,.,.,-7%,-7,-4%
O=c1cc(Cl)c(-c2ccccc2)n[nH]1,17,-11%,3%,-0.5,-3%,3%,2%,-2,-6%
Cc1cc(C)c2[nH]c(=O)c(C(c3nnnn3Cc3ccc4c(c3)OCO4)N3CCC(C)CC3)cc2c1 (configuration not stated),-10,30%,1%,0.7,5%,-7%,0%,1,-5%

# Not all compounds are listed; the hit share may differ from the screen's.
